ROC1-CUL1 inh = inhibitors of human ROC1-CUL1 ubiquitin ligase activity; E3 ubiquitin-protein ligase RBX1 (Homo sapiens) + Cullin-1 (Homo sapiens), P62877+Q13616; in vitro K48 di-Ub FRET, acceptor:donor ratio, 45 min; inhibition, % at 10 µM; 140,000 tested, 0.6% active; AID 1347404, 2020; in the data active means inhibition above about 25%
Target sequence (P62877 whole entry, looked up): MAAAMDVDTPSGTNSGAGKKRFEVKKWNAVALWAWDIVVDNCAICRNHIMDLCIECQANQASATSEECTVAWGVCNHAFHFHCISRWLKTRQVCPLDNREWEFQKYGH
Target sequence (Q13616 whole entry, looked up): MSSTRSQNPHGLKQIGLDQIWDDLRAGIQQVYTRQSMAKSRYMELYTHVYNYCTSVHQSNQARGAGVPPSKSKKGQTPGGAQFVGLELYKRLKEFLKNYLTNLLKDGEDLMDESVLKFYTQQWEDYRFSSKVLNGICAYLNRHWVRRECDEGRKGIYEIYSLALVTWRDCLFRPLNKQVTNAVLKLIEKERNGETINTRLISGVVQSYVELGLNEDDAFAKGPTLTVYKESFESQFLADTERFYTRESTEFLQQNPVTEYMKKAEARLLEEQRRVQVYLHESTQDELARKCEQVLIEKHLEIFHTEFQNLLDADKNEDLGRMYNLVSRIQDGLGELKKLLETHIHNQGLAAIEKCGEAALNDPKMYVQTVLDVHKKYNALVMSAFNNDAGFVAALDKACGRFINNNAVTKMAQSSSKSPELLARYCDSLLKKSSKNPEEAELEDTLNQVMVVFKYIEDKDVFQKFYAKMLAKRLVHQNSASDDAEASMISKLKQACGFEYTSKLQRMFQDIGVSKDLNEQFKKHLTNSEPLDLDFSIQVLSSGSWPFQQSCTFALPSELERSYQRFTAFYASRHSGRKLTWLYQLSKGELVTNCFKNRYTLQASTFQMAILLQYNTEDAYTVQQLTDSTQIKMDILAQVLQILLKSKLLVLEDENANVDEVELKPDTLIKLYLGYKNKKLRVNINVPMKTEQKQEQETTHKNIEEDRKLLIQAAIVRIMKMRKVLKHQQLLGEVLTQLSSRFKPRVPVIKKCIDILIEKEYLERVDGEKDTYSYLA
* = called active by the depositor. The list is partial; count on the stated rates, not on these rows.

Results for O=C1SC(C2CSC(=O)C2c2ccccn2)=CC1c1ccccn1 (stereo not given) ?
ROC1-CUL1 inh: 0

How did O=C(c1ccc(C#CC2(O)CCCCC2)cc1)N1CCN(c2ccccc2F)CC1 do in these assays?
ROC1-CUL1 inh: -1

What do the screens show for `COc1cc(-c2nc3ccc(Cl)cn3c2Nc2ccc3c(c2)OCO3)ccc1O`?
ROC1-CUL1 inh: -2

What do the screens show for `CCc1cc2cc(C(=O)Nc3ccc(C)cc3)sc2s1`?
ROC1-CUL1 inh: -1

Results for CCc1ccc(N=C2S/C(=C\c3cc(Br)c(O)c(Br)c3)C(=O)N2c2ccc(CC)cc2)cc1 ?
ROC1-CUL1 inh: 6

How did CCOc1ccc(NC(=O)C2CCN(C(=O)N3CC(C)Oc4ccc(Cl)cc43)CC2)cc1 (stereo not given) do in these assays?
ROC1-CUL1 inh: 1

How did Cn1ncc2[nH]c(C(C)(C)CN3CCOCC3)nc21 do in these assays?
ROC1-CUL1 inh: -3

Results for CCC(=C(c1ccc(OC)cc1)c1ccc(OC)cc1)c1cn(CC(O)CN(C)C)c2ccccc12 (stereo not given) ?
ROC1-CUL1 inh: -5

How did CN1C(=O)C(=Cc2ccccc2OCc2ccccc2)C(=O)N(C)C1=O do in these assays?
ROC1-CUL1 inh: 4

How did CN(C)C(=O)C1CCCN(C2CCN(Cc3ccccc3)CC2)C1 (stereo not given) do in these assays?
ROC1-CUL1 inh: 8

Results for CN(Cc1cnn(C)c1)c1nc2nonc2nc1NCc1cccs1 ?
ROC1-CUL1 inh: 1

How did COc1cc(-c2nc(C(F)(F)F)c(OC)o2)cc(OC)c1OC do in these assays?
ROC1-CUL1 inh: 2

Random excerpt: 4 entries already listed, in no set order.
What do the screens show for `CCc1cc2cc(C(=O)Nc3ccc(C)cc3)sc2s1`?
ROC1-CUL1 inh: -1

Results for CCc1ccc(N=C2S/C(=C\c3cc(Br)c(O)c(Br)c3)C(=O)N2c2ccc(CC)cc2)cc1 ?
ROC1-CUL1 inh: 6

How did Cn1ncc2[nH]c(C(C)(C)CN3CCOCC3)nc21 do in these assays?
ROC1-CUL1 inh: -3

How did CCOc1ccc(NC(=O)C2CCN(C(=O)N3CC(C)Oc4ccc(Cl)cc43)CC2)cc1 (stereo not given) do in these assays?
ROC1-CUL1 inh: 1

Grouped by structure, the entries above with a carbonyl joined to an NH by a bond outside any ring.
What do the screens show for `CCc1cc2cc(C(=O)Nc3ccc(C)cc3)sc2s1`?
ROC1-CUL1 inh: -1

How did CCOc1ccc(NC(=O)C2CCN(C(=O)N3CC(C)Oc4ccc(Cl)cc43)CC2)cc1 (stereo not given) do in these assays?
ROC1-CUL1 inh: 1

Remaining list, next part.
Results for COc1cc(Cl)c(S(=O)(=O)NC(C)(C)C)cc1Cl ?
ROC1-CUL1 inh: 10

How did Cc1c(-c2ccccc2)c(=O)oc2ccc(OC(=O)N3CCOCC3)cc12 do in these assays?
ROC1-CUL1 inh: -9

How did COc1ccc(N2CCN(C(=O)CCc3c(C)nc4c(-c5ccccc5)c(C)nn4c3C)CC2)cc1 do in these assays?
ROC1-CUL1 inh: -6

How did Cc1cc(C)c2c(c1)N=C(CSc1nnc(COc3ccccc3C)n1C)CC2=O do in these assays?
ROC1-CUL1 inh: -2

Results for COc1ccc(NC(=O)c2cnn(-c3ccccc3)c2C)c(OC)c1 ?
ROC1-CUL1 inh: 2

What do the screens show for `COc1ccc(CCN2C(=O)NC(=O)C3C2=NC(=O)C3(NC(=O)c2ccccc2)C(F)(F)F)cc1OC` (stereo not given)?
ROC1-CUL1 inh: -2

How did CCSc1nnc(NC(=O)c2c(-c3ccccc3)noc2C)s1 do in these assays?
ROC1-CUL1 inh: -6

What do the screens show for `CC1CCc2c(sc(NC(=O)COc3ccccc3C(C)(C)C)c2C#N)C1` (stereo not given)?
ROC1-CUL1 inh: 4

Results for O=c1sc2c3c4c(cccc14)C=CC3C1C3CCC(C3)C1S2 (stereo not given) ?
ROC1-CUL1 inh: 9

Results for COc1ccc(N2C(=O)CN(C(=O)c3ccoc3C)CC23CCCC3)cc1 ?
ROC1-CUL1 inh: 9

What do the screens show for `Cc1ccccc1CCC1CCCN(C(=O)c2ocnc2C)C1` (stereo not given)?
ROC1-CUL1 inh: 6

What do the screens show for `COc1ccc(OC)c(NC(=O)COc2ccc(Cl)cc2Cl)c1`?
ROC1-CUL1 inh: -9

Reprinted from the part before: 6 compounds; new compounds follow.
How did CCSc1nnc(NC(=O)c2c(-c3ccccc3)noc2C)s1 do in these assays?
ROC1-CUL1 inh: -6

What do the screens show for `CC1CCc2c(sc(NC(=O)COc3ccccc3C(C)(C)C)c2C#N)C1` (stereo not given)?
ROC1-CUL1 inh: 4

Results for O=c1sc2c3c4c(cccc14)C=CC3C1C3CCC(C3)C1S2 (stereo not given) ?
ROC1-CUL1 inh: 9

Results for COc1ccc(N2C(=O)CN(C(=O)c3ccoc3C)CC23CCCC3)cc1 ?
ROC1-CUL1 inh: 9

What do the screens show for `Cc1ccccc1CCC1CCCN(C(=O)c2ocnc2C)C1` (stereo not given)?
ROC1-CUL1 inh: 6

What do the screens show for `COc1ccc(OC)c(NC(=O)COc2ccc(Cl)cc2Cl)c1`?
ROC1-CUL1 inh: -9

How did Cc1c(C(=O)NC(C)C)nnn1-c1ccc(Br)cc1 do in these assays?
ROC1-CUL1 inh: -2

How did CCN(CCO)Cc1csc2c(F)c(F)c(F)c(F)c12 do in these assays?
ROC1-CUL1 inh: 4

What do the screens show for `O=c1oc2ccccc2c2c1C1CCCCCCC21` (stereo not given)?
ROC1-CUL1 inh: 6

Results for Clc1ccc(N2CCSC2=Nc2ccccc2)cc1 ?
ROC1-CUL1 inh: 3

How did CCCn1nnc(NC(=O)c2ccc(Cl)cc2)n1 do in these assays?
ROC1-CUL1 inh: 1

What do the screens show for `CCCCN(CCCC)C(=O)C1C=Nc2ccc(S(=O)(=O)Nc3cccc(Cl)c3C)cc2C1=O` (stereo not given)?
ROC1-CUL1 inh: 21

What do the screens show for `Fc1cccc(-c2nnc3sc(-c4cc(F)c(F)c(F)c4F)nn23)c1`?
ROC1-CUL1 inh: -15

Results for Cc1ccc2nc(-c3ccc(NC(=O)Nc4ccc(Cl)cc4)cc3)sc2c1 ?
ROC1-CUL1 inh: -1

How did COc1ccc(N2CCN(Cc3csc(-c4ccc5c(c4)OCO5)n3)CC2)cc1 do in these assays?
ROC1-CUL1 inh: 7

Results for Cc1ccc(N(C)C(=O)C2CCN(S(=O)(=O)c3c(C)noc3/C=C/c3c(C)cc(C)cc3C)CC2)cc1 ?
ROC1-CUL1 inh: 1

Results for O=C(CN(c1ccccc1)S(=O)(=O)c1ccccc1[N+](=O)[O-])N1CCCC1 ?
ROC1-CUL1 inh: 3

Results for Cc1c(C(=O)NC2CCCC2)nnn1-c1ccc(C(C)C)cc1 ?
ROC1-CUL1 inh: -5

Results for O=C1c2ccccc2N(c2ccccc2)C(=O)C1Sc1ccccc1 (stereo not given) ?
ROC1-CUL1 inh: 5

Results for Cc1ncc2c(c1-c1noc(-c3cc(-c4ccsc4)n[nH]3)n1)CCNC2 ?
ROC1-CUL1 inh: 1

How did Cc1ccc(S(=O)(=O)Cc2nc(-c3ccc(C(=O)NCc4ccccc4F)cc3)oc2C)cc1 do in these assays?
ROC1-CUL1 inh: -10

What do the screens show for `O=C(COc1ccccc1Cl)Nc1ncn[nH]1`?
ROC1-CUL1 inh: 15

Results for COC(=O)C1=C(CSc2nc3c(cc2C#N)CCCCC3)OC(=N)C(C#N)C1c1cccc(OC)c1 (stereo not given) ?
ROC1-CUL1 inh: -3

How did Cc1ccc(CNC(=O)C2CCC(CNS(=O)(=O)c3ccc(C)cc3)CC2)cc1 (stereo not given) do in these assays?
ROC1-CUL1 inh: 5

How did c1ccc(Sc2cccc3ccccc23)c(CNC2=NCCN2)c1 do in these assays?
ROC1-CUL1 inh: 0

Results for COc1ccc(Br)cc1CNC(=O)CCc1cn(Cc2ccc(C)cc2)c2ccccc12 ?
ROC1-CUL1 inh: 10

Results for O=C(CSc1nc2ccccc2n1Cc1ccccc1)NCc1ccccc1 ?
ROC1-CUL1 inh: -3

What do the screens show for `COc1cc(C)ccc1OCc1cc(C(=O)NCC(C)(C)CN(C)C)no1`?
ROC1-CUL1 inh: -1

Results for Nc1nnnn1/N=C/c1ccc([N+](=O)[O-])o1 ?
ROC1-CUL1 inh: 5

Results for Cc1ccc(CN(C)CC2(O)CCCN(Cc3ccccc3F)C2=O)cc1 (stereo not given) ?
ROC1-CUL1 inh: 4

How did O=C1Cc2cc3c(cc2CCN1Cc1ccccc1)OCO3 do in these assays?
ROC1-CUL1 inh: -5

What do the screens show for `CN(C)S(=O)(=O)N1CCC(C(=O)NCc2ccccc2Cl)CC1`?
ROC1-CUL1 inh: 1

What do the screens show for `COC(=O)c1nnn(CC(=O)NC(=O)Nc2ccccc2F)c1C(=O)OC`?
ROC1-CUL1 inh: -8

Results for Cc1cccc(C(=O)Nc2ccccc2C#N)c1 ?
ROC1-CUL1 inh: -1

What do the screens show for `COc1cccc(CNC(=O)CN2C(=O)COc3ccc(S(=O)(=O)N4CCOCC4)cc32)c1`?
ROC1-CUL1 inh: 9

What do the screens show for `CCc1ccc(CNC(=O)c2c(C)oc3ncn(CC(C)C)c(=O)c23)cc1`?
ROC1-CUL1 inh: -8

What do the screens show for `CC(=O)Nc1ccc(CN2CCCC(CO)(Cc3ccccc3C)C2)cc1` (stereo not given)?
ROC1-CUL1 inh: 6

Results for CC(C)NC(=O)CN1CCN(C(=O)CSc2ccc3nnc(-c4cccnc4)n3n2)CC1 ?
ROC1-CUL1 inh: -4

How did CN(C)c1ccc(-n2cccc2/C=C2\C(=O)NC(=S)N(c3ccc(Br)cc3)C2=O)cc1 do in these assays?
ROC1-CUL1 inh: 7

Results for COc1cc(NC(=O)CSc2nc3ccccc3nc2Cc2ccccc2OC)cc(OC)c1 ?
ROC1-CUL1 inh: -7

How did O=C1CN(C(=O)COc2ccc(Cl)cc2)C(c2ccccc2)c2cc(Br)ccc2N1 (stereo not given) do in these assays?
ROC1-CUL1 inh: 11

Results for Cc1ccc2nc3c(c(Nc4cccc(C(F)(F)F)c4)c2c1)CCC3 ?
ROC1-CUL1 inh: 3

What do the screens show for `COc1ccc(OC)c(S(=O)(=O)N2CCN=C2c2ccccc2)c1`?
ROC1-CUL1 inh: 4

What do the screens show for `COc1cc(NC(=O)c2ccccc2-c2ccccc2)cc(OC)c1OC`?
ROC1-CUL1 inh: 1

What do the screens show for `Cc1ccc(NC(=O)C2CCN(c3ncccn3)CC2)cc1F`?
ROC1-CUL1 inh: -2

Results for CCOc1ccccc1NC(=O)Cn1c(=O)ccc2cc(S(=O)(=O)N3CCCC3)ccc21 ?
ROC1-CUL1 inh: -6

How did CCn1c(SCC(=O)Nc2ccc(C)cc2Br)nnc1-c1nonc1NC(C)=O do in these assays?
ROC1-CUL1 inh: -4

What do the screens show for `CCCN(Cc1cc2cccc(C)c2[nH]c1=O)C(=O)c1cccc(Cl)c1`?
ROC1-CUL1 inh: 4

What do the screens show for `Cc1ccc(NC(=O)C2CCCN(S(=O)(=O)c3cn(C(C)C)cn3)C2)c(C)c1` (stereo not given)?
ROC1-CUL1 inh: -5

How did CC(C)Cc1cc(CN2CCc3onc(-c4ccccc4)c3C2)[nH]n1 do in these assays?
ROC1-CUL1 inh: 14

How did Cc1cccc(C(=O)Nc2cc(-c3nc4cccnc4s3)ccc2C)c1 do in these assays?
ROC1-CUL1 inh: 1

How did CCCNc1cc(-c2ccccc2)ncn1 do in these assays?
ROC1-CUL1 inh: 2

Results for O=C(NCC(c1ccco1)S(=O)(=O)c1ccc(Cl)cc1)c1ccccc1F (stereo not given) ?
ROC1-CUL1 inh: 2

What do the screens show for `C=CCn1c(=O)c2c(nc3n(-c4cccc(OC)c4)c(C)cn23)n(C)c1=O`?
ROC1-CUL1 inh: 0

What do the screens show for `Nc1cc(N)nc(SCC(=O)O)n1`?
ROC1-CUL1 inh: -7

What do the screens show for `CCC(=O)Nc1cc(S(=O)(=O)N2CCCCCC2)ccc1OC`?
ROC1-CUL1 inh: -1

Results for C=CCn1nnc2sc3c(c2c1=O)CCC(C)C3 (stereo not given) ?
ROC1-CUL1 inh: -2

What do the screens show for `C=CCCC(=O)N1CCCC(CCc2ccccc2)C1` (stereo not given)?
ROC1-CUL1 inh: -3

What do the screens show for `CCOC(=O)c1ccc(NC(=S)NC(=O)c2ccccc2)cc1`?
ROC1-CUL1 inh: 11

Results for CCOc1ccc(CNC(=O)C2CCN(c3nnc(-n4cccc4CNc4ccc(C)cc4)s3)CC2)cc1OC ?
ROC1-CUL1 inh: 2

Results for Cc1nnc(NC(=O)CSc2nc3c([nH]c4ccccc43)c(=O)n2-c2ccccc2)s1 ?
ROC1-CUL1 inh: -10

Results for COC(=O)c1cccnc1-n1c(=O)c2cccnc2n(CC(=O)Nc2cccc(C)c2)c1=O ?
ROC1-CUL1 inh: -2

What do the screens show for `CCCn1c(=O)c2sccc2n2c(CCCC(=O)N3CCN(c4ccc(OC)cc4)CC3)nnc12`?
ROC1-CUL1 inh: -16

Results for CCc1cccc(C)c1NC(=O)CSc1nnc(CNc2ccc(F)cc2)o1 ?
ROC1-CUL1 inh: 0

Results for COc1cccc(Cn2nnc(C(=O)NCc3ccc(Cl)cc3Cl)c2N)c1 ?
ROC1-CUL1 inh: -12

How did O=C(Nc1ccccc1Oc1cccnc1)C1CCCN1CCc1ccccc1 (stereo not given) do in these assays?
ROC1-CUL1 inh: -3

What do the screens show for `CCCC(=O)Nc1cccc(Cl)c1`?
ROC1-CUL1 inh: -1

How did O=C(c1cc2ccc3cccnc3c2[nH]1)N1CCN(c2cccc(Cl)c2)CC1 do in these assays?
ROC1-CUL1 inh: 0

What do the screens show for `O=C(CSc1nccn1-c1ccc(Cl)cc1)Nc1nc2ccccc2s1`?
ROC1-CUL1 inh: -6

Results for COc1ccc(C(=O)Nc2ccc(C)cc2S(=O)(=O)O)cc1 ?
ROC1-CUL1 inh: 4

What do the screens show for `C=CCOc1c(Cl)cc(/C=C2\SC(=O)N(c3cccc(Cl)c3)C2=O)cc1OC`?
ROC1-CUL1 inh: -3

Results for COc1ccc(OC)c(Sc2ccccc2C(=O)O)c1 ?
ROC1-CUL1 inh: 2

Results for COCC(=O)Nc1cc(C(=O)NCc2ccc(C)c(F)c2)cc2ncn(CCc3ccccc3)c12 ?
ROC1-CUL1 inh: 4

Assay outcomes as filed in PubChem.
